West Nile virus CPE = West Nile virus antiviral activity, cell-based, CPE readout (AID 1621) | CPE inhibition, % at 10 µM; hits with a dose series show IC50 in µM | 290,000 tested, 0.02% active | West Nile virus-infected cells, CPE inhibition; higher % means a stronger effect; in the data active = a potency from the dose series; note: strong numbers were not always called active
NTR1 ag = NTR1-driven beta-arrestin-GFP spot formation – imaging, U2OS cells, high content, primary screen (AID 493036). P30989. agonist mode. activation, % at 20 µM. 330,000 tested, 0.17% active;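 active = activation at or above 40% of the spot to cytoplasm intensity ratio, with at least 20 cells analyzed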;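 note: 0% = DMSO without peptide and 100% = 100 nM NTR1 peptide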
Target sequence (P30989 whole entry, looked up): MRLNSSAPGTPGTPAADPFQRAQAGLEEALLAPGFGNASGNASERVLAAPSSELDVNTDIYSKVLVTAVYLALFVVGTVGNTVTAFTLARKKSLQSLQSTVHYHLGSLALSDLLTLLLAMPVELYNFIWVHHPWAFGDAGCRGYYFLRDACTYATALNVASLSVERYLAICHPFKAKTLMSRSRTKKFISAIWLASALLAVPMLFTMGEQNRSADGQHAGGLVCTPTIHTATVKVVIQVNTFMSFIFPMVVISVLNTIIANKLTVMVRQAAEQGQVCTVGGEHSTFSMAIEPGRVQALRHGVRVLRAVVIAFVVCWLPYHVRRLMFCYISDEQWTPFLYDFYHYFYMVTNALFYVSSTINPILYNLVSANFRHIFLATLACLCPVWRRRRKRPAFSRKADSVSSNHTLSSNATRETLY
Rac1 GTP hydrolysis = MgcRacGAP GTPase-activating activity inhibitors, confirmation, biochemical, ADP Hunter fluorescence. MgcRacGAP-stimulated Rac1 GTP hydrolysis, ADP Hunter fluorescence; higher % means a stronger effect; GST-tagged Rac1 F28L mutant substrate. one-dose inhibition, % at 30 µM; IC50 in µM for titrated hits. 340,000 tested, 0.6% active. AID 624330;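 active = first-screen hits whose inhibition reached a set limit at any dose in the follow-up dose series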;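 note: fluorescence reports GDP produced by GAP-driven GTP hydrolysis; strong numbers were not always called active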
UTI89 phage lysis = inhibition of K1F phage lysis, E. coli UTI89, bacterial capsule biogenesis inhibitors, alamar blue (AID 488966) | E. coli UTI89 K1F phage lysis, alamar blue, 2 h; higher % means a stronger effect | inhibition, % at 100 µM, or IC50 in µM where a hit was titrated | 340,000 tested, 0.02% active;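 active = phage lysis inhibition, versus mean bacterial control, above a set limit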;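 note: capsule biogenesis inhibitors block K1F phage lysis so surviving cells raise fluorescence; higher fluorescence means more inhibition of phage lysis; actives were called in the ten point dose series up to 300 µM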
RSV antiviral HEp-2 = RSV antiviral activity via CPE protection, HEp-2 cells, primary 10 µM value included (AID 2391). HEp-2 cells, RSV-induced CPE inhibition; higher % means a stronger effect. CPE inhibition, % at 10 µM, or IC50 in µM where a hit was titrated. 310,000 tested, 0.13% active; in the data active = a potency from the dose series; note: strong numbers were not always called active
SV40 large T antigen = TAg ATPase/helicase activity blockers – biochemical (AID 1903); SV40 large T antigen ATPase/helicase inhibition assay; higher % means a stronger effect; inhibition, % at 20 µM, or IC50 in µM where a hit was titrated; 310,000 tested, 0.39% active; in the data active = a potency from the dose series; note: strong numbers were not always called active
AID2073 = disruptors of CaV2.2 binding to Mint1 – biochemical, HTRF (AID 2073); HTRF protein-protein interaction, Mint1-CaV2.2; higher % means a stronger effect; one-dose inhibition, % at 20 µM; IC50 in µM for titrated hits; 290,000 tested, 0.19% active; in the data active = inhibition mostly above about 51%, no sharp cut-off; note: some results filed as inactive read as strong as hits
Dengue-2 NS5 capping = flavivirus cap methylation enzyme inhibition – biochemical, confirmation dose response, primary screen (AID 588689) | Dengue-2 NS5 methyltransferase capping enzyme assay, biochemical; higher % means a stronger effect | inhibition, % at 25 µM; hits with a dose series show IC50 in µM | 340,000 tested, 0.3% active; in the data active = a potency from the dose series
Siah-1 displacement = blockers of Siah-1 interaction with plectin peptide – biochemical, fluorescence polarization, rhodamine-plectin, uHTS, primary screen (AID 1817) | one-dose displacement, % at 20 µM; IC50 in µM for titrated hits | 290,000 tested, 0.02% active | Siah-1 / rhodamine-plectin peptide fluorescence polarization; higher % means a stronger effect;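 active = displacement of at least 50% at 20 µM, with a fluorescence ratio check between 0.3 and a set limit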;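 note: plate controls were Siah plus tracer with DMSO for no effect and tracer alone without Siah for full effect; strong numbers were not always called active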
NTR1 ag cell count 20 µM = further read-out of NTR1 ag, marked with its call; cell count; measured here: cell count, cytotoxicity flag
Numbers without * were called inactive; . = not tested or not shown; & = joins results of further samples; [ ] = another dose, or the depositor's remark. This is a subset; count on the stated rates, not on these rows.

item	Compound	RSV antiviral HEp-2	AID2073	SV40 large T antigen	NTR1 ag cell count 20 µM	UTI89 phage lysis
1	CCN1C(=O)C(=Cc2ccc(C)s2)C(=O)N(CC)C1=S	2.2%	-12.0%	30.9%	51	6.6%
2	COC(=O)C1=C(c2ccc(S(C)(=O)=O)cc2)C[C@@H]2CC[C@H]1N2C(=O)NC(C)C	0.0%	.	15.9%	65	-0.2%
3	Cc1cc([N+](=O)[O-])c2ccccc2[n+]1[O-]	-1.8%	1.1%	18.6%	24	0.3%
4	O=P(O)(O)C12CC3CC(CC(C3)C1)C2	0.3%	2.0%	-1.1%	48	0.1%
5	OC12ONC(c3ccccn3)C1N1CCC2CC1 (stereo not given)	0.8%	61.8%	2.6%	73	0.5%
6	CCOC(=O)c1c(C)n(Cc2ccccc2)c2ccc(OCC(O)Cn3nc(C)cc3C)cc12 (stereo not given)	1.7%	8.5%	1.5%	67	3.5%
7	O=C(Cc1c(Cl)cccc1Cl)N1CCN(Cc2ccccc2)CC1	2.8%	6.1%	11.6%	45	0.5%
8	CCCn1c(C(=O)c2ccccc2)nc2ccccc21	3.0%	6.0%	1.7%	51	1.5%

item	West Nile virus CPE	NTR1 ag	Siah-1 displacement	Rac1 GTP hydrolysis	Dengue-2 NS5 capping
1	-0.3%	8.9	0.3%	22.1%	-39.3%
2	0.2%	-0.1	.	4.4%	4.7%
3	-0.3%	6.1	-5.0%	6.6%	0.8%
4	-0.3%	0.6	1.9%	9.6%	4.2%
5	-0.5%	-1.0	-3.1%	5.5%	7.1%
6	0.4%	8.4	-9.8%	6.2%	-5.7%
7	-1.0%	2.2	-1.4%	-0.5%	-4.0%
8	-0.2%	0.6	2.0%	3.9%	-4.5%

Later entries
item	Compound	RSV antiviral HEp-2	AID2073	SV40 large T antigen	NTR1 ag cell count 20 µM	UTI89 phage lysis
9	CCN1CCN(C(=O)COc2ccc(S(=O)(=O)Nc3ccc(Cl)cc3)cc2)CC1	-0.1%	-8.0%	6.9%	53	2.4%[50 µM]
10	COc1ccc(-n2c(-c3ccccc3)nc3ccccc3c2=O)cc1	-0.9%	7.2%	8.9%	50	0.3%
11	Cc1cc(CN(C)C)c(OC(=O)N(C)C)cc1C	2.1%	4.9%	5.6%	76	0.5%
12	CCC(COC(=O)c1cc(OC)c(OC)c(OC)c1)(c1ccccc1)N(C)C (stereo not given)	-2.5%&-3.3%&-1.4%	-3.8%	8.9%&9.4%&5.2%	57&60&55	1.7%&4.1%
13	CCSc1nnc([C@@H](N)Cc2ccccc2)o1	1.3%	4.0%	3.0%	58	3.0%
14	Cc1cc(NC(=O)COC(=O)c2c(C)nn(Cc3ccccc3Cl)c2Cl)no1	-0.2%	7.9%	11.1%	55	-0.5%
15	CCN(CC)C(=O)COc1cc(C)cc2oc(=O)c3c(c12)CCCC3	2.7%	22.3%	14.3%	57	-0.2%
16	O=C(Cc1cccs1)N1CCC2(CC1)OCCO2	.	1.4%	9.0%	90	2.0%

item	West Nile virus CPE	NTR1 ag	Siah-1 displacement	Rac1 GTP hydrolysis	Dengue-2 NS5 capping
9	-0.1%	0.9	1.6%	3.3%	-7.5%
10	-0.4%	3.9	4.8%	17.1%	2.1%
11	0.0%	-3.6	-1.4%	6.4%	4.0%
12	1.3%&-0.6%	1.3&0.6&-0.5	1.1%	-5.9%&-4.0%	-20.1%&-11.2%
13	0.6%	2.6	-5.3%	7.7%	-4.9%
14	2.2%	1.0	3.9%	11.1%	-4.9%
15	-0.7%	0.8	-5.0%	4.1%	0.0%
16	0.9%	2.3	9.2%	0.5%	0.7%

Arranged by number of heavy atoms (low to high): some entries from above.
item	Compound	RSV antiviral HEp-2	AID2073	SV40 large T antigen	NTR1 ag cell count 20 µM	UTI89 phage lysis
4	O=P(O)(O)C12CC3CC(CC(C3)C1)C2	0.3%	2.0%	-1.1%	48	0.1%
3	Cc1cc([N+](=O)[O-])c2ccccc2[n+]1[O-]	-1.8%	1.1%	18.6%	24	0.3%
13	CCSc1nnc([C@@H](N)Cc2ccccc2)o1	1.3%	4.0%	3.0%	58	3.0%
11	Cc1cc(CN(C)C)c(OC(=O)N(C)C)cc1C	2.1%	4.9%	5.6%	76	0.5%
1	CCN1C(=O)C(=Cc2ccc(C)s2)C(=O)N(CC)C1=S	2.2%	-12.0%	30.9%	51	6.6%
7	O=C(Cc1c(Cl)cccc1Cl)N1CCN(Cc2ccccc2)CC1	2.8%	6.1%	11.6%	45	0.5%
15	CCN(CC)C(=O)COc1cc(C)cc2oc(=O)c3c(c12)CCCC3	2.7%	22.3%	14.3%	57	-0.2%
2	COC(=O)C1=C(c2ccc(S(C)(=O)=O)cc2)C[C@@H]2CC[C@H]1N2C(=O)NC(C)C	0.0%	.	15.9%	65	-0.2%
6	CCOC(=O)c1c(C)n(Cc2ccccc2)c2ccc(OCC(O)Cn3nc(C)cc3C)cc12 (stereo not given)	1.7%	8.5%	1.5%	67	3.5%

item	West Nile virus CPE	NTR1 ag	Siah-1 displacement	Rac1 GTP hydrolysis	Dengue-2 NS5 capping
4	-0.3%	0.6	1.9%	9.6%	4.2%
3	-0.3%	6.1	-5.0%	6.6%	0.8%
13	0.6%	2.6	-5.3%	7.7%	-4.9%
11	0.0%	-3.6	-1.4%	6.4%	4.0%
1	-0.3%	8.9	0.3%	22.1%	-39.3%
7	-1.0%	2.2	-1.4%	-0.5%	-4.0%
15	-0.7%	0.8	-5.0%	4.1%	0.0%
2	0.2%	-0.1	.	4.4%	4.7%
6	0.4%	8.4	-9.8%	6.2%	-5.7%

Screening results (PubChem)
